Pf growth 48h – Primary qHTS for delayed death inhibitors of the malarial parasite plastid, 48 hour incubation. P. falciparum luciferase growth in erythrocytes, 48 h. Potency, µM (highest dose often 28.7 µM), without a hit: at the top dose activity change, negative = inhibition, usual class: inhibitors. 310,000 tested, 5.9% active. AID 504832, 2011; also: potency is read from the fitted curve at half-maximal effect; % is scaled to controls: 0 for no effect and ±100 for the full control effect
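Luciferase-expressing P. falciparum in infected erythrocytes (2% hematocrit, 0.1% parasitemia final) in RPMI 1640/0.5% Albumax were exposed to compound for 48 hours at 37 C, 5% CO2; growth read as luminescence.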
HCV inhibitor – qHTS Assay for Inhibitors of Hepatitis C Virus (HCV). Huh7.5.1 HCVcc-Cre infection, luciferase reporter, 44 h. 340,000 tested, 3.4% active. Potency, µM (doses to about 41.8 µM), without a hit: at the highest dose activity change, negative = inhibition, most hits filed as inhibitors; also: potency is read from the fitted curve at half-maximal effect; % is scaled to controls: 0 for no effect and ±100 for the full control effect
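After 44 h co-culture of compound, cells and HCVcc-Cre (~0.5 moi), substrate is added for 15 min at room temperature and luciferase measured over 15 sec. Cells were seeded at 1,000/well and pre-cultured 4 h.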
Pf growth 96h – Primary qHTS for delayed death inhibitors of the malarial parasite plastid, 96 hour incubation | P. falciparum luciferase reporter growth, 96 h | 320,000 tested, 6.9% active | Potency, µM (top dose mostly 28.7 µM), for inactives: at the top dose activity change, negative = inhibition, usual class: inhibitors; also: potency is read from the fitted curve at half-maximal effect; % is scaled to controls: 0 for no effect and ±100 for the full control effect
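Compounds incubated with erythrocytes infected by luciferase-expressing P. falciparum (2% hematocrit, 0.05% parasitemia final) for 96 hours, 37 C in 5% CO2. Growth inhibition scored as decreased luciferase luminescence.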
TbPYK inhibitor – qHTS of Trypanosoma Brucei Inhibitors | Potency, µM (titrated, usually from 76.8 µM), without a hit: at the top dose activity, negative = inhibition, most hits filed as inhibitors | pyruvate kinase (Trypanosoma brucei), Q57TT1 | TbPYK enzyme, Kinase-Glo Plus ATP luminescence, 45 min | 410,000 tested, 0.12% active; also: potency is read from the fitted curve at half-maximal effect; % is scaled to controls: 0 for no effect and ±100 for the full control effect; nearly all actives have a fitted effect of over 50% in size
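TbPYK + substrate in 50 mM TEA pH 7.2, 100 mM KCl, 10 mM MgCl2, 0.05% BSA, 0.01% Tween-20; cpd pinned; ADP 130 uM final; 45 min RT; Kinase-Glo Plus 10 min; luminescence endpoint.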
Shiga toxin inh – A qHTS for Small Molecule Inhibitors of Shiga Toxin; Vero cells, Shiga toxin protein synthesis inhibition reporter; inhibition, % at 38.7 µM; 290,000 tested, 9.2% active; AID 2315, 2010; in the data active = inhibition mostly above about 28%, no sharp cut-off; inactive = mostly below about 43%; also: 0% is about no effect
LmPK inhibitor – qHTS Assay for Inhibitors of Leishmania Mexicana Pyruvate Kinase (LmPK); 290,000 tested, 0.37% active; purified LmPK, Kinase-Glo ATP luminescence, 1 h; Q27686; Potency, µM (top dose mostly 57.5 µM), without a hit: at the top dose activity change, negative = inhibition, hits mostly inhibitors; also: potency is read from the fitted curve at half-maximal effect; % is scaled to controls: 0 for no effect and ±100 for the full control effect
Target sequence (Q27686 whole entry, looked up): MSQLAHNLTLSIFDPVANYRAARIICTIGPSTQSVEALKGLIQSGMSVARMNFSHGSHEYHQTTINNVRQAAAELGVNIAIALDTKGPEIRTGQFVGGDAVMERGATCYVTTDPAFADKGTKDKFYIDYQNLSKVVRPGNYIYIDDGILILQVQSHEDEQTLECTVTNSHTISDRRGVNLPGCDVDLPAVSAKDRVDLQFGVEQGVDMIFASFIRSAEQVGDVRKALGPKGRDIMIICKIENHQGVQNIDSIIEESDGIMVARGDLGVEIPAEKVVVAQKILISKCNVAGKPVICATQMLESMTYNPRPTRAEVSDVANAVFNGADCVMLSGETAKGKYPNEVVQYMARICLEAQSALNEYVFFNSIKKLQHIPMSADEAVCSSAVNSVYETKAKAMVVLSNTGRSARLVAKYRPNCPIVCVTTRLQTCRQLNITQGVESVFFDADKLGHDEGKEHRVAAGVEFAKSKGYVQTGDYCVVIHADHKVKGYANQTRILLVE
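qHTS format; LmPK 0.1 nM; substrates PEP 0.5 mM and ADP 0.1 mM. One-hour room-temperature incubation, then coupled luciferase luminescence; 0.5 nM enzyme wells mark activation.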
Cycloheximide cs – Cycloheximide Counterscreen for Small Molecule Inhibitors of Shiga Toxin; AID 2314, 2010; 300,000 tested, 12% active; max response, %; cell reporter, cycloheximide protein synthesis inhibition counterscreen; in the data active = max response mostly above about 13%, no sharp cut-off; inactive = mostly below about 14%; also: read at 38.3 µM for the half of the compounds with a filed dose; 0% is about no effect
An asterisk follows results filed as active; ? = inconclusive; / = not tested or not shown; + = active, no number; & = joins results of further samples; [ ] = remark or other dose. Unless noted, calls follow the shape of the dose curve; as a rule, active = well fitted curve in the direction sought with a large enough effect; inconclusive = small, poorly fitted or top-dose-only effect, or another doubt; inactive = no such curve, though single readings can be large; an effect the other way counts as inactive or inconclusive. The order is random, and some 24% of all compounds hit somewhere here.

Molecule,Pf growth 96h,Cycloheximide cs,LmPK inhibitor,Pf growth 48h,HCV inhibitor,TbPYK inhibitor,Shiga toxin inh
O=C(O)C1CCCCC1C(=O)N1CCCC1 (stereo unspecified),31%[activator],-2,-5%,14%,2%,-3%,9
CN(C)CCN(C(=O)CCc1ccccc1)c1nc2c(F)cc(F)cc2s1,35%[activator],-2,0%[11.5 µM],-22%,-27%,6%,-13
COc1ccc(N2CCN(C(=O)CNS(=O)(=O)c3ccc(C)c(C)c3)CC2)cc1,-44%[5.75 µM],-4,5%,?,-16%,-4%,-20
C=CCc1ccccc1OCCSc1nc2ccc([N+](=O)[O-])cc2s1,30%,-2,-4%,4%,6%,-2%,1
O=C(NCCN1CCOCC1)c1cccc(S(=O)(=O)Nc2cc(Cl)ccc2Cl)c1,-14%,/,/,3%,0%,3%,/
COC(=O)C1C2C=CC3(CN(c4cccc(C)c4)C(=O)C13)O2 (stereo unspecified),/,-4,3%,-4%,15%,-2%,17
CC(=O)c1cc2c(s1)-c1cc(F)ccc1OC2,86%[activator],0,2%,63%[activator],-18%,-5%,-3
COc1cc(C2C(C(=O)c3ccco3)=C(O)C(=O)N2c2cc(C)on2)ccc1OCc1ccccc1 (stereo unspecified),-5%,-4,8%,5%,/,/,-5

Filtered by structure: the compounds so far with an aryl methoxy group.
Molecule,Pf growth 96h,Cycloheximide cs,LmPK inhibitor,Pf growth 48h,HCV inhibitor,TbPYK inhibitor,Shiga toxin inh
COc1ccc(N2CCN(C(=O)CNS(=O)(=O)c3ccc(C)c(C)c3)CC2)cc1,-44%[5.75 µM],-4,5%,?,-16%,-4%,-20
COc1cc(C2C(C(=O)c3ccco3)=C(O)C(=O)N2c2cc(C)on2)ccc1OCc1ccccc1 (stereo unspecified),-5%,-4,8%,5%,/,/,-5

(further entries)
Molecule,Pf growth 96h,Cycloheximide cs,LmPK inhibitor,Pf growth 48h,HCV inhibitor,TbPYK inhibitor,Shiga toxin inh
COC(=O)c1ccc2c(=O)n(CCCCCC(=O)N3CCN(c4ccc(F)cc4)CC3)c(=O)[nH]c2c1,-7%,-5,2%,/,-1%,1%,-3
O=C(NCCCN1CCOCC1)c1cc(-c2cccc(O)c2)on1,-1%,2,-5%,31%[activator],12%,0%,23
CC(C)CC(c1nnnn1C1CCCC1)N1CCC(C(N)=O)CC1 (stereo unspecified),0%,7,-1%,-2%,1%,2%,3
O/N=C/c1ccc(OCC(O)COc2ccc(/C=N/O)cc2)cc1,?,-2,-3%,/,-4%,-2%,-8
CC(C)(C)[C@H]1C=C(C(=O)N2CCN(Cc3ccccc3)CC2)O[C@@H](OCCCCO)C1,?,1,4%,?,11%,-3%,-13
O=[N+]([O-])c1cccc(/C([O-])=C(/C(=S)Nc2ccccc2)[n+]2ccccc2)c1,?,80*,-1%,-9%,8%,-12%,+
COc1ccc(C2N(C(=O)c3ccccc3)CCN2C(=O)c2ccccc2)cc1,?,-2,3%,?,14%,4%,-7
Cc1cccc(NC(=O)CCS(=O)(=O)c2cccc3nsnc23)c1C,?,6,-1%,?,0%,-9%&-6%,23

Exported field by field: entries from further up
> CC(C)(C)[C@H]1C=C(C(=O)N2CCN(Cc3ccccc3)CC2)O[C@@H](OCCCCO)C1
  Pf growth 96h: ?
  Cycloheximide cs: 1
  LmPK inhibitor: 4%
  Pf growth 48h: ?
  HCV inhibitor: 11%
  TbPYK inhibitor: -3%
  Shiga toxin inh: -13

> O=C(NCCCN1CCOCC1)c1cc(-c2cccc(O)c2)on1
  Pf growth 96h: -1%
  Cycloheximide cs: 2
  LmPK inhibitor: -5%
  Pf growth 48h: 31%[activator]
  HCV inhibitor: 12%
  TbPYK inhibitor: 0%
  Shiga toxin inh: 23

> O/N=C/c1ccc(OCC(O)COc2ccc(/C=N/O)cc2)cc1
  Pf growth 96h: ?
  Cycloheximide cs: -2
  LmPK inhibitor: -3%
  Pf growth 48h: /
  HCV inhibitor: -4%
  TbPYK inhibitor: -2%
  Shiga toxin inh: -8

> CC(C)CC(c1nnnn1C1CCCC1)N1CCC(C(N)=O)CC1 (stereo unspecified)
  Pf growth 96h: 0%
  Cycloheximide cs: 7
  LmPK inhibitor: -1%
  Pf growth 48h: -2%
  HCV inhibitor: 1%
  TbPYK inhibitor: 2%
  Shiga toxin inh: 3

Going on with the list:
Molecule,Pf growth 96h,Cycloheximide cs,LmPK inhibitor,Pf growth 48h,HCV inhibitor,TbPYK inhibitor,Shiga toxin inh
COc1ccc([N+](=O)[O-])cc1N1C(=O)c2cccc3cccc(c23)C1=O,41%,5,1%,16%,10%,-1%,-4
CC(=O)/C(C#N)=C1\NC(=O)C(Cc2ccccc2Cl)S1 (stereo unspecified),?,-2,-1%,25%,0%,-5%,-31
O=C(Nc1ccnn1C1CCN(Cc2cccc(O)c2)CC1)C1CCCC1,-6%,1,2%,12%,6%,-3%,12
O=C(O)c1ccc2c(c1)C(=O)N(c1ccc(/C=C/C(=O)c3ccccc3)cc1)C2=O,?,47*,2%,?,4%,-4%,71*
COc1ccc(OCCSc2ccc(S(=O)(=O)N3CCCC3)cn2)cc1,?,/,/,?,11µM*,2%,/
CSc1ccc(CNC(=O)C(C)n2nc(C)c3c(C)n(-c4ccccc4)nc3c2=O)cc1 (stereo unspecified),37%[activator],-5,-2%,-21%,?,-9%,-6
CCN(CC)CCCn1c2c(c(SCC(=O)Nc3cccc(C(C)=O)c3)nc1=O)CCC2,?,/,/,23%,-19%,-3%,/
COc1ccc(NS(=O)(=O)c2cccc(N3CC(O)=C(c4ccccc4)C3=N)c2)cc1,?,-2,-6%,-21%,1%,-2%,-4
CC(C)C(C(=O)OCC(=O)c1cccc([N+](=O)[O-])c1)N1C(=O)[C@@H]2[C@H]3CC[C@H](C3)[C@@H]2C1=O (stereo partly specified),?,3,3%,15%,8%,-2%,-2
CC(=O)Nc1ccccc1NC(=O)CN(C)S(=O)(=O)c1ccc(C)cc1,/,5,-1%,18%,-12%,7%,-12
COc1ccc(Cl)cc1NC(=O)CCN1CCN(c2ccccc2C)CC1,-27%,-5,1%,?,?,8%,-11
CCOc1cc(/C=N/N2C(=O)NC3(CCCCC3)C2=O)cc(Br)c1O,26%,20,5%,-8%,6%,0%,16
O=C(Nc1cccc(C(F)(F)F)c1)C1CCCN1S(=O)(=O)c1cccc2cccnc12 (stereo unspecified),10µM*,-1,4%,?,?,-4%,-8
CC(C)Cc1nnc(NC(=O)CCc2c[nH]c3ccccc23)s1,32%,-2,0%,13%,-3%,-2%,-6
O=C(NC1CCCC1)C(c1ccccn1)N(C(=O)c1csnn1)C1CCCCC1 (stereo unspecified),?,1,-1%,-27%,19%,-17%,-3
CC1CCC(NC(=O)C(NC(=O)c2ccccc2)C(C)C)CC1 (stereo unspecified),-9%,10,-1%,36%[activator],14%,3%,39

Quoted at random: 2 compounds from above.
Molecule,Pf growth 96h,Cycloheximide cs,LmPK inhibitor,Pf growth 48h,HCV inhibitor,TbPYK inhibitor,Shiga toxin inh
O=C(Nc1ccnn1C1CCN(Cc2cccc(O)c2)CC1)C1CCCC1,-6%,1,2%,12%,6%,-3%,12
CC(C)(C)[C@H]1C=C(C(=O)N2CCN(Cc3ccccc3)CC2)O[C@@H](OCCCCO)C1,?,1,4%,?,11%,-3%,-13

Remaining list, next part
Molecule,Pf growth 96h,Cycloheximide cs,LmPK inhibitor,Pf growth 48h,HCV inhibitor,TbPYK inhibitor,Shiga toxin inh
CCCCCCn1cc(C(=O)O)c(=O)c2cc(F)c(N3CCCCC3)cc21,-6%,-1,5%,?,4%,-11%,34
Cc1ccc(O)c(CC(C)C)n1,20%,-4,-2%,11%,7%,-7%,-3
O=C1CCCN1S(=O)(=O)c1ccccc1,37%[activator][5.75 µM],0,-1%,-32%[5.75 µM],9%,23%,-6
Cc1ccc(-n2cc(CNCCCN3CCCC3=O)c(-c3ccc(F)cc3)n2)cc1,?,-1,2%,?,-14%,-9%,-1
Cc1ccc(-c2cc(O)cc3sc(=O)oc23)cc1C,-29%,9,1%,?,-13%,-4%,12
CCOC(=O)CSc1nc(CC)nc2ccccc12,-13%,2,4%,-17%,-25%,-1%,-7
CC(=O)N(Cc1cc2ccccc2[nH]c1=O)c1ccc(C)cc1,-18%,-2,1%,-4%,3%,2%,8
C/C(=N\NC(=O)CN(c1ccc(Oc2ccccc2)cc1)S(C)(=O)=O)C(C)(C)C,48%[activator],33*,5%,?,24%,2%,39
Cc1ccc(NC(=O)N2CCC(O)(c3ccc(Cl)cc3)CC2)cc1,3%,6,0%,?,-7%,-18%,23
O=C(O)[C@@H]1C[C@H]1[C@@H](NP(=O)(c1ccccc1)c1ccccc1)c1ccccc1,-10%,-4,0%,4%,-1%[8.37 µM],-3%,-12
CCOC(=O)c1[nH]c(C)c(/C(O)=C2\C(=O)C(=O)N(CCN3CCOCC3)C2c2ccco2)c1C (stereo unspecified),-4%,1,0%,2%,8%,-6%,-9
Cc1cccc(N(CC(=O)O)CC(=O)O)c1,13µM*,2,-3%,-13%,40%[activator],-6%,-7
O=c1n(-c2ccc(Br)cc2)cnn1-c1ncccc1[N+](=O)[O-],94%[activator],31*,-13%,54%[activator],1%,2%,91*
CCOC(=O)c1cnc2c(Cl)c(Cl)ccc2c1N1CCN(C)CC1,83%[activator],-3,3%,?,-13%,0%,-2
CCc1ccc(CNc2ccc3c(c2)ncn3C)cc1,?,25*,-6%,148%[activator],-11%,-6%,73*
O=C(O)c1cc(N/N=C/c2ccc(-c3ccccc3)cc2)ccc1Cl,-22%,100*,1%,299%[activator],13%,-19%,132*
CCOC(=O)C1CCCN(c2c(N3CCN(c4cccc(Cl)c4)CC3)c(=O)c2=O)C1 (stereo unspecified),25%,-2,5%,26%,18%,0%,-5
CC1(C)OC(=O)C=C[C@]2(C)[C@H]3CC[C@@]4(C)[C@H](c5ccoc5)OC(=O)[C@H]5O[C@]54[C@]3(C)C(=O)C[C@@H]12,-20%,/,/,-21%,-1%,2%,/
CC(C)OC(=O)c1ccc(NC(=O)C2C3CC4OC(=O)C2C4C3)cc1 (stereo unspecified),/,33*,-2%,234%[activator],-7%,-4%,60*
CCOC(=O)CC(=O)CSc1nc2ccc(OC)cc2cc1C,33%[activator],21*,5%,?,?,-1%,51*
O=[N+]([O-])c1ccc(-[n+]2c(-c3ccccc3)cc(-c3ccccc3)cc2-c2ccccc2)cc1,0%,-3,-5%,?,-12%,7%,/
CCn1c(SCC(=O)Nc2nccs2)nnc1-c1ccccc1,12%,-3,-1%,-17%,-10%,3%,14
CCOc1ccc(CCNC(=O)COC(=O)c2cc(S(=O)(=O)N3CCOCC3)ccc2F)cc1OCC,13µM*,-1,-6%,?,-12%,-7%,-9
Cc1ccc(S(=O)(=O)c2nc(S(C)(=O)=O)sc2NCc2ccc3c(c2)OCO3)cc1,?,2,5%,?,-22%,-2%,-12
O=C(COc1ccc(Br)cc1CO)Nc1ccc(S(=O)(=O)N2CCCCC2)cc1,6.6µM*,/,/,9.3µM*,?,4%,/

Bioassay records from PubChem.
